FadD28 binding: inhibitors of FadD28 bisubstrate probe binding, primary screen, biochemical, fluorescence polarization, single point; hit rate 0.22% among 360,000; inhibition, % at 12.5 µM; in the data active = inhibition above about 8.5%, passing the limit was not always enough; inconclusive = no clear call, values can overlap the other calls
GDH-TPI counter: GDH-TPI coupling enzyme inhibitors, primary screen, artefact control for M. tuberculosis FBA inhibitor project, biochemical, absorbance, full deck; GDH-TPI coupled enzyme counterscreen, NADH absorbance; inhibition, % at 4.8 µM; hit rate 1.2% among 360,000;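 also: 0% = DMSO wells and 100% = wells lacking the enzyme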
BioA inh: M. tuberculosis BioA enzyme inhibitors, primary screen, biochemical, plate reader, single point, HTS | 7,8-diaminopelargonic acid synthase BioA (Mycobacterium tuberculosis) | purified M. tuberculosis BioA enzyme | inhibition, % at 9.99 µM | hit rate 0.096% among 360,000 | AID 602481, 2012; in the data active = inhibition above about 40%; inconclusive = no clear call, values can overlap the other calls
FBA Mtb inh: Mtb FBA enzyme inhibitors, primary screen, biochemical, fluorescence, strain H37Rv; inhibition, % at 1 µM; hit rate 2.3% among 360,000; Fructose-bisphosphate aldolase (Mycobacterium tuberculosis (strain ATCC 25618 / H37Rv)), …; purified M. tuberculosis FBA, fluorescence read-out; in the data active = inhibition above about 27%;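 also: 0% = vehicle and 100% = reference inhibitor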
Target sequence (P9WQA3 whole entry, looked up): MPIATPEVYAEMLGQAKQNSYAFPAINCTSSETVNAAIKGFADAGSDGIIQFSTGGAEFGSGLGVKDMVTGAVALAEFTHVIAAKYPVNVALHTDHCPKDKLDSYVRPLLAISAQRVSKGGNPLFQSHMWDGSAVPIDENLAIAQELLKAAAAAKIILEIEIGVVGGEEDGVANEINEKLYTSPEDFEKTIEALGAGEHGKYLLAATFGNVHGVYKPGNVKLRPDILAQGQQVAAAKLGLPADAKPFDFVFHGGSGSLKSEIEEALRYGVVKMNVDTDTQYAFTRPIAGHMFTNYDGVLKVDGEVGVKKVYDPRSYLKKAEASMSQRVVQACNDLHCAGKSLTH
BoNT-A LC inh2: BoNT/A light chain protease inhibitors, primary screen, biochemical, flow cytometry, MLPCN library | Botulinum neurotoxin type A light chain protease (Clostridium botulinum A str. ATCC 3502) | multiplex microsphere protease substrate cleavage | inhibition, % at 10 µM | hit rate 0.17% among 360,000; in the data active = inhibition above about 30%; inconclusive = no clear call, values can overlap the other calls; also: plate controls were buffer without enzyme for full effect and enzyme alone for no effect
CCHFV vOTU inh: CCHFV vOTU protease inhibitors, primary screen, biochemical, Pep-AMC substrate, fluorescence; inhibition, % at 11.5 µM; hit rate 0.55% among 370,000; AID 651958, 2012; also: 0% = vehicle wells with enzyme and 100% = no enzyme wells
BoNT-F LC inh: BoNT/F light chain protease inhibitors, primary screen, biochemical, flow cytometry, MLPCN library. Multiplex microsphere protease cleavage assay. Botulinum neurotoxin type F light chain protease (Clostridium botulinum). hit rate 0.22% among 360,000. inhibition, % at 10 µM; in the data active = inhibition above about 35%, passing the limit was not always enough; inconclusive = no clear call, values can overlap the other calls; also: plate controls were buffer without enzyme for full effect and enzyme alone for no effect
PrPC TRFRET: inhibitors of human cell surface prion protein PrPC, primary screen, cell-based, TR-FRET; Major prion protein (Homo sapiens), P04156; TR-FRET read-out; inhibition, % at 13.8 µM; hit rate 0.43% among 370,000; in the data active = inhibition above about 24%; also: 0% = median of the test wells and 100% = reference compound wells
UGM FP inh: M. tuberculosis UGM enzyme inhibitors, primary screen, biochemical, fluorescence polarization, single point | UDP-galactopyranose mutase (Mycobacterium tuberculosis (strain ATCC 25618 / H37Rv)), … | purified UGM, fluorescence polarization probe displacement | inhibition, % at 10 µM | hit rate 0.06% among 320,000 | AID 504406, 2011; in the data active = inhibition above about 10%, passing the limit was not always enough; inconclusive = no clear call, values can overlap the other calls
Target sequence (P9WIQ1 whole entry, looked up): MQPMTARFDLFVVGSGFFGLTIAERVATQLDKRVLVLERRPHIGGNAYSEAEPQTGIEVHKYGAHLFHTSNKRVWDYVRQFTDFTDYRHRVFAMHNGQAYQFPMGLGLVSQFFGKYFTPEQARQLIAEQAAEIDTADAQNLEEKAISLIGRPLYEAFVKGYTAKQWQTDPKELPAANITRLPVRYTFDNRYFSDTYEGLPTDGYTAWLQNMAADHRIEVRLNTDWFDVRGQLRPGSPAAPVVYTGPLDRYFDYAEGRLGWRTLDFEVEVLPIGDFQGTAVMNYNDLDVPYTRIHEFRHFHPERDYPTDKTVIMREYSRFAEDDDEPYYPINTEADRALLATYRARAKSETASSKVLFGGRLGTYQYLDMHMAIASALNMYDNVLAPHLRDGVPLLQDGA
Starred values were filed as active, the others as inactive; ? = inconclusive; nt = not tested or not shown; + = active, no number; & = joins results of further samples. Rule as the data show it, unless noted: active = inhibition above about 30%; inactive = the rest.

SMILES	FadD28 binding	GDH-TPI counter	BioA inh	FBA Mtb inh	BoNT-A LC inh2	CCHFV vOTU inh	BoNT-F LC inh	PrPC TRFRET	UGM FP inh
CC(C)(C)n1ncc2c(=O)n(CC(=O)OCc3ccccc3)cnc21	-0.4	4	-0.9	-3	0.3	10	-4	1	-3.0
COc1ccc(CN(C)C[C@H]2Oc3c(NC(=O)Nc4ccccc4)cccc3C(=O)N([C@H](C)CO)C[C@@H]2C)cc1	-4.5	0	1.2&0.9	-2	-0.9	2	-4	8	-0.7
Cc1oc(-c2ccc3c(c2)OCCO3)cc1C(=O)NC(CCC(=O)O)C(=O)O (configuration not stated)	-3.5	-6	0.0	3	0.9	-3	0	1	2.6
CC(C)c1nc(SCC(=O)Nc2nc3c(s2)CCCC3)c2ccccc2n1	-2.6	5	1.0	0	-1.1	9	-7	60*	-2.3
O=C(CC1C(=O)N(c2ccccc2)C(=S)N1c1ccccc1)c1ccc(Br)cc1 (configuration not stated)	-1.1	7	nt	-1	-1.6	-2	-12	-3	2.1
CN(CC(=O)Nc1ccc(Cl)cc1)C(=O)C1CCCC1	-2.2	5	0.5	3	nt	2	nt	11	nt
CC(Cc1ccccc1)C(=O)Nc1ccccc1 (configuration not stated)	-0.3	-9	-3.0	3	-0.5	-3	-6	1	2.6
C[N+]1(CC(=O)Nc2ccc(F)cc2)CCN(C(=O)c2ccco2)CC1	-2.1	3	-1.0	3	0.3	1	3	-4	-4.1
O=C(N/C(=C/c1ccc(F)cc1)C(=O)N1CCOCC1)c1ccco1	-2.9	5	-0.8	0	-0.4	-4	0	-1	nt
COc1ccc2sc(-c3ccc(N(C)C)cc3)c(C#CCCO)c2c1	-0.3	19	-1.1	+	0.3	-148	-5	3	0.4
NNC(=O)c1ccc(N2CCCCCC2)c([N+](=O)[O-])c1	-0.4	9	-2.2	-2	0.5	6	-8	1	-0.6
COc1ccc(CN(C)C2CCCCC2)c(C)c1C	-0.5	8	-1.0	2	-0.5	-12	-4	-7	-0.9
CC(C)[C@H](NC(=O)c1ccco1)C(=O)N(C)Cc1c(F)cccc1Cl	nt	-7	-0.5	2	-1.0	-8	2	7	1.6
COc1ccc(CN(Cc2cc3cc4c(cc3[nH]c2=O)OCO4)C(=O)NC2CCCCC2)cc1	-2.4	15	-1.1	22	-0.1	-7	3	6	-1.6
COc1ccc(C(=O)NCc2nnc(SCC(=O)NCc3ccco3)o2)cc1OC	-0.6	7	-1.3	1	-1.6	15	2	-1	0.4
CCC(=O)N1c2ccccc2-c2nnc(SC)nc2OC1c1ccc(N(C)C)cc1 (configuration not stated)	-3.8	17	0.8	-2	0.8	2	-4	-4	-2.1
COc1cccc(CNC(=O)c2ccccc2-c2ccccc2C(=O)O)c1	0.7	12	-0.1	5	-0.8	-7	18	-2	-2.5
CC(=O)c1cccc(NC(=O)C2CCCN(S(=O)(=O)c3ccc(F)cc3)C2)c1 (configuration not stated)	-0.2	10	2.3	2	0.4	-13	10	10	5.9
COc1ccc(NC(=O)Nc2nc3ccccc3s2)cc1	1.8	-1	nt	2	-0.6	6	-9	6	0.4
CCc1cc(C(=O)Nc2ccc(OC)nc2)sc1C	-1.4	20	0.2	-1	-2.4	-2	-3	2	nt
NC(=O)c1nc(C(=O)N2CCN(c3ccccc3)CC2)c2ccccc2n1	-1.8	9	1.7	0	0.2	-1	-1	-9	4.9
CCC1(c2ccc(F)cc2)NC(=O)N(CC(=O)NCc2ccc(C)cc2)C1=O (configuration not stated)	-1.6	0	0.0	1	0.2	4	0	12	1.2
N/C(=N\O)c1ccccc1-n1cccc1	-2.9	4	nt	2	-0.4	0	-2	-2	nt
COc1ccc(CN(CC2CCCO2)C(=O)c2cc3ccccc3oc2=O)cc1 (configuration not stated)	-5.5	-10	nt	-3	0.1	5	-2	-3	1.3
COC(=O)c1c(C)oc2ccc(NS(=O)(=O)c3cc(OC)ccc3OC)cc12	-3.2	-7	-0.6	4	0.2	-2	0	10	-2.1
CCOc1cc2c(C#N)c(N3CCOCC3)nc(N)c2c(N)n1	-0.3	17	-0.4	15	-1.2	-33	-1	-3	-1.0
CN1CCc2c(sc3nc(SCC(=O)NCc4ccco4)n(-c4ccccc4)c(=O)c23)C1	-4.5	24	-0.4	26	3.8	-17	-7	-7	-0.3
Cc1n[nH]c(=O)c2c(NC(=O)CSc3cc(Cl)ccc3Cl)oc(C)c12	-2.2	2	-1.4	2	2.6	-4	0	1	-0.9
O=C(NCCCn1ccnc1)c1ccc(C(F)(F)F)cc1	-0.4	12	-0.2	3	-0.5	-4	-15	0	0.8
COc1cc(/C=C/C(=O)O)cc(S(=O)(=O)Nc2cccc(SC)c2)c1OC	-2.2	-2	0.0	-1	-0.4	3	-3	7	-0.4
Cc1ccc(C(=O)NNCC(=O)Nc2ccc(Cl)cc2F)cc1	-0.9	0	-1.0	1	-1.0	-3	-18	3	1.5
Cc1cc(C)c2c(CN3CCCC3)cc(=O)oc2c1	-0.6	nt	-2.5	0	-0.6	1	4	-2	nt
COC(=O)c1ccc(N=NN2CCCCCC2)cc1	-1.2	32*	0.3	4	-0.7	-8	-8	-4	-0.3
O=C(CCCN1C(=O)/C(=C\c2ccccc2)SC1=S)Nc1ccccc1O	-1.7	5	nt	6	1.1	13	-2	4	2.2
CC(C)(C)OC(=O)N/N=C\c1ccc(OC(=O)c2cccs2)cc1	-1.1	11	0.2	3	1.1	-5	9	-1	-0.6
CCN(CC)S(=O)(=O)c1cccc(-c2nnc(SCC(=O)NC3CCCCCCC3)n2N)c1	-0.2	-10	0.6	-1	-4.9	8	-5	-1	3.4
Cc1ccc(O)c(C(=O)c2cnc(/N=C(\N)N(C)C)nc2)c1	-2.8	-2	0.1	0	-0.9	-7	-3	1	2.3
Cc1nc2ccc([N+](=O)[O-])cc2c(=O)n1Cc1ccc(F)cc1	0.2	14	-0.4	-1	6.3	6	?	-35	1.1
Cc1cc(F)ccc1S(=O)(=O)N1CCCOC1CNC(=O)C(=O)NCCc1c[nH]c2ccccc12 (configuration not stated)	-2.7	6	nt	3	-0.7	-5	2	4	4.3
Cc1ccc(OCC(=O)Nc2ccc(S(=O)(=O)N3CCCCC3)cc2)c([N+](=O)[O-])n1	0.4	2	1.8	-4	-0.5	-4	-3	-8	1.6

Entries shown so far that have two or more sulfur atoms:
SMILES	FadD28 binding	GDH-TPI counter	BioA inh	FBA Mtb inh	BoNT-A LC inh2	CCHFV vOTU inh	BoNT-F LC inh	PrPC TRFRET	UGM FP inh
CC(C)c1nc(SCC(=O)Nc2nc3c(s2)CCCC3)c2ccccc2n1	-2.6	5	1.0	0	-1.1	9	-7	60*	-2.3
CN1CCc2c(sc3nc(SCC(=O)NCc4ccco4)n(-c4ccccc4)c(=O)c23)C1	-4.5	24	-0.4	26	3.8	-17	-7	-7	-0.3
COc1cc(/C=C/C(=O)O)cc(S(=O)(=O)Nc2cccc(SC)c2)c1OC	-2.2	-2	0.0	-1	-0.4	3	-3	7	-0.4
O=C(CCCN1C(=O)/C(=C\c2ccccc2)SC1=S)Nc1ccccc1O	-1.7	5	nt	6	1.1	13	-2	4	2.2
CCN(CC)S(=O)(=O)c1cccc(-c2nnc(SCC(=O)NC3CCCCCCC3)n2N)c1	-0.2	-10	0.6	-1	-4.9	8	-5	-1	3.4

Remaining list, next part.
SMILES	FadD28 binding	GDH-TPI counter	BioA inh	FBA Mtb inh	BoNT-A LC inh2	CCHFV vOTU inh	BoNT-F LC inh	PrPC TRFRET	UGM FP inh
COCCN(C(=O)CNC(=O)c1ccco1)C(C(=O)NC1CCCCC1)c1cccc(OC)c1 (configuration not stated)	nt	0	0.2	-6	-0.1	-1	?	-3	3.4
Cc1ccc(NC(=O)c2ncn(CCCNCC3CCCCC3)n2)cc1C	0.6	2	-1.7	3	-0.5	-6	-7	-6	nt
CC(C)(C)c1ccc(C2C3=C(CCCC3=O)NC3=C2C(=O)c2ccccc23)cc1 (configuration not stated)	-3.2	-7	1.1	3	-0.7	5	-11	-3	-1.3
COC(=O)CC1Sc2ccccc2NC1=O (configuration not stated)	-1.3	10	0.8	1	-0.5	1	-9	-1	0.4
O=C(C[n+]1ccc(-c2cc(C(=O)Nc3cccc(C(F)(F)F)c3)c3ccccc3n2)cc1)c1cccc([N+](=O)[O-])c1	0.0	3	nt	0	2.3	-6	-19	-5	3.9
COc1ccc(Cl)cc1NS(=O)(=O)c1cccc2cccnc12	0.8	6	-2.2	8	0.4	-6	0	0	3.5
Cc1cc(NS(=O)(=O)c2ccc(NC(=O)CCCC(=O)O)cc2)nc(C)n1	-2.1	-5	-1.1	3	-0.5	-6	-9	-4	2.4
COc1ccc(C2CC(c3ccccc3OC(C)=O)=NN2C(C)=O)cc1 (configuration not stated)	0.1	15	nt	50*	0.1	7	-11	12	5.4
COc1ccc(NC(=O)/C=C/c2ccc(F)cc2)cn1	-3.9	3	nt	-2	-0.4	-1	0	5	0.8
C/C(=N\NC(=O)CCC(=O)Nc1ccccc1)c1cccs1	-1.2	9	nt	-1	-0.2	-2	-4	5	1.0
COc1ccc(C(=O)Nc2ccccn2)cc1S(=O)(=O)N1CCOCC1	-3.4	0	0.6	-1	1.4	6	8	-1	1.1
CC(C)Oc1ccc(Br)cc1/C=N\NC(N)=S	0.0	23	0.5	2	-0.6	2	-5	-9	-2.3
CC(C(=O)Nc1ccccc1)N(C)CCOc1ccc(Br)cc1 (configuration not stated)	-3.1	4	nt	-4	-0.1	1	-2	2	1.6
CCN(CCCn1c(=S)[nH]c2ncccc2c1=O)c1ccccc1	-2.4	9	-1.6	-1	1.0	-4	-6	2	-3.5
Oc1ccccc1C(=S)N1CCCCCC1	-1.8	-9	3.1	4	2.3	-1	1	1	4.3
COCCCNC(=O)CS(=O)(=O)Cc1nc(-c2cccc(OC)c2)oc1C	-2.0	-6	nt	2	-2.9	-11	-4	7	4.0
Cc1cc(C)nc(OC(C(=O)O)C(OCC(C)C)(c2ccccc2)c2ccccc2)n1 (configuration not stated)	-2.3	6	-1.2	-2	0.6	2	-35	-4	-1.0
O=C(Nc1ccccc1)c1ccc(F)c(S(=O)(=O)N2CCOCC2)c1	2.4	1	0.4	-2	0.9	-14	14	0	-2.6
Clc1cccc(Cl)c1CSc1nnc([C@@H]2CCCN2)o1	-1.6	2	-1.9	-4	?	-11	?	-7	-0.7
Cc1ccc(CNC(=O)CN(C)S(=O)(=O)c2cccc3cccnc23)cc1	-1.2	8	0.2	9	0.4	-5	1	4	1.0
CCC(=O)Nc1ccc(OC)cc1OC	-4.6	12	1.5	1	1.4	13	-14	0	0.1
CCCNC(=O)N1[C@H]2CC[C@@H]1C(C(=O)OC)=C(c1ccccc1)C2	-2.3	0	0.0	0	0.0	-9	-4	6	1.5
COc1cc(CCC(=O)Nc2cccc(S(=O)(=O)N(C)C)c2)cc(OC)c1OC	-1.9	2	2.9	0	0.4	4	-5	5	5.1
Cc1ccc(Cn2cccc2C2=NC(C)CO2)cc1 (configuration not stated)	-2.4	-1	nt	1	1.2	5	-5	5	2.3
O=C(Nc1cccnc1Cl)c1cc(-c2ccc(Br)cc2)on1	0.3	-4	-1.2	2	-2.6	3	8	-3	0.2
OC(C#Cc1ccccn1)c1cccs1 (configuration not stated)	-0.3	-1	nt	2	2.7	0	-11	-3	2.0
CN(Cc1ccccc1)CC(O)COc1ccc(CNCc2cc3ccccc3s2)cc1 (configuration not stated)	-1.6	12	-1.2	0	1.2	4	-21	-18	7.0
Cc1cccc(N2CCN(Cc3nc(-c4cccc(Cl)c4)oc3C)CC2)n1	-1.8	9	nt	2	-0.6	-11	-2	-4	-1.3

High-throughput results (PubChem BioAssay)
